N370S GC mod = inhibits or activates N370S mutant glucocerebrosidase | P04062 | N370S GC spleen homogenate, 4MU-glucoside fluorescence | Potency, µM (series often up to 59.4 µM), inactives show top-dose activity change, negative = inhibition, actives largely listed as inhibitors | 0.092% of 330,000 active | AID 2101;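 also: 0% = full enzyme activity and -100% = no enzyme basal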
KAT2A inh = inhibitors of human GCN5L2 histone acetyltransferase; Q92830; 0.21% of 390,000 active; GCN5L2 HAT assay, ThioGlo1 CoA-SH fluorescence; Potency, µM (titrated, usually from 58.9 µM), inactives show at the top dose activity change, negative = inhibition, most hits filed as inhibitors
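ThioGlo1-coupled HAT assay: 20nM GCN5L2, 70uM acetyl-CoA, 75uM H3(1-25) peptide, pH 7.5. Fluorescence read at 340/540nm at start and after 20 min at room temperature.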
FEN1 inhibitor = blocks human flap endonuclease 1 | P39748 | 0.35% of 390,000 active | Potency, µM (series often up to 114 µM), for inactives: at the top dose activity change, negative = inhibition, most hits filed as inhibitors | Recombinant FEN1 flap cleavage, fluorescence, 15 min | AID 588795; also: nearly all actives have a fitted effect of over 65% in size
Target sequence (P39748 whole entry, looked up): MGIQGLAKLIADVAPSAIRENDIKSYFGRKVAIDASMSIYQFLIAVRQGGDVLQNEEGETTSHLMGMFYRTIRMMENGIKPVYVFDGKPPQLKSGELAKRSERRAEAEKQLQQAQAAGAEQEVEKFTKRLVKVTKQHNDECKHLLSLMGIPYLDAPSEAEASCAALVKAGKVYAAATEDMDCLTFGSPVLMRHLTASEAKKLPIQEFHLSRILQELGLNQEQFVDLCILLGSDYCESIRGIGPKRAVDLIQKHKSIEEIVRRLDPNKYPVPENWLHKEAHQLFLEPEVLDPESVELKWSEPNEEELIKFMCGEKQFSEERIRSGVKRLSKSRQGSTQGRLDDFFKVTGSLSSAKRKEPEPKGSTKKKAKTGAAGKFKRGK
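Enzyme 10 nM, 15 min RT preincubation with compound; start with substrate 50 nM final; reads at 0 and 15 min; qHTS titration, four-parameter Hill fit.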
Numbers without * were called inactive; ? = inconclusive; . = no result given. Calls follow the shape of the dose curve; as a rule, active = well fitted curve in the direction sought with a large enough effect; inconclusive = small, poorly fitted or top-dose-only effect, or another doubt; inactive = no such curve, though single readings can be large; an effect the other way counts as inactive or inconclusive. Unless noted, % is scaled to controls: 0 for no effect and ±100 for the full control effect; potency is read from the fitted curve at half-maximal effect. A portion of the library; rates above refer to the full screens.

(1) O=C(c1ccc(-n2c(SCc3cccc(F)c3)nc3ccccc3c2=O)cc1)N1CCOCC1
(2) O=C1Nc2cc(Cl)ccc2C1(N1CCNCC1)C(F)(F)F (stereo not drawn)
(3) COc1ccc(N2CC(C(=O)OCC(=O)NCc3ccccc3)CC2=O)cc1 (stereo not drawn)
(4) Cn1nnnc1SCCNCc1cccnc1
(5) COc1ccc(CC(=O)NNC(=O)c2ccc(NC(C)=O)cc2)cc1
(6) O=C1CCC(C(=O)OCC(=O)N2N=C3/C(=C/c4ccccc4)CCCC3C2c2ccccc2)N1 (stereo not drawn)
(7) C=CCc1cccc(/C=N/NC(=O)C(C)Nc2ccc(C)cc2)c1O (stereo not drawn)
(8) CC(C)N(C(=O)Cn1cc(S(=O)(=O)CC(=O)NCc2ccccc2)c2ccccc21)C(C)C
(9) O=C(NCCCN1CCOCC1)C(=O)N/N=C/c1ccc(F)cc1
(10) COc1ccc(CC(=O)NCc2ccc3c(c2)CCN3C(=O)c2ccccc2)cc1OC

Screen / compound no.,1,2,3,4,5,6,7,8,9,10
N370S GC mod,11.6%,0.0%,10.1%,2.8%,-3.3%,-6.5%,24.2%,-11.3%,-6.1%,.
KAT2A inh,-8.5%,-9.2%,-4.5%,1.1%,-7.8%,-4.5%,-4.0%,-4.9%,-12.9%,3.0%
FEN1 inhibitor,15.9%,2.8%,-4.8%,7.1%,-1.1%,-8.8%,-4.8%,2.3%,17.6%,3.0%

Profiles, looked up by structure. Order of values: N370S GC mod, KAT2A inh, FEN1 inhibitor
O=C1Nc2cc(Cl)ccc2C1(N1CCNCC1)C(F)(F)F (stereo not drawn) as listed: 0.0%, -9.2%, 2.8%
O=C(NCCCN1CCOCC1)C(=O)N/N=C/c1ccc(F)cc1 as listed: -6.1%, -12.9%, 17.6%
O=C1CCC(C(=O)OCC(=O)N2N=C3/C(=C/c4ccccc4)CCCC3C2c2ccccc2)N1 (stereo not drawn) as listed: -6.5%, -4.5%, -8.8%
COc1ccc(CC(=O)NNC(=O)c2ccc(NC(C)=O)cc2)cc1 as listed: -3.3%, -7.8%, -1.1%
CC(C)N(C(=O)Cn1cc(S(=O)(=O)CC(=O)NCc2ccccc2)c2ccccc21)C(C)C as listed: -11.3%, -4.9%, 2.3%

Continuation.
(11) CC1(C)N=C(c2cccs2)C(C)(C)N1O
(12) Cc1cccc(NS(=O)(=O)c2ccc(C)c(C(=O)NCc3ccncc3)c2)c1
(13) CCCOC(=O)c1ccc(NC(=O)c2ccoc2C)cc1
(14) CCOc1cc(C)cc2oc(=O)cc(-c3ccccc3)c12
(15) COc1ccc(NC(=O)CSc2ccccc2)cc1S(=O)(=O)N1CCCCC1
(16) COc1cccc(-n2nnc3c(=O)n(Cc4cccc(C)c4)cnc32)c1
(17) O=C(c1ccco1)N1CCN(C/C=C/c2ccccc2)CC1
(18) O=C(CCC1CCCN(C(=O)c2ccoc2)C1)NCc1ccc(F)c(F)c1 (stereo not drawn)
(19) CCNc1nc(N)nc(-c2cc(Cl)ccc2OC)n1
(20) Cc1ccc(CNC(=O)/C=C/c2cccs2)cc1

Screen / compound no.,11,12,13,14,15,16,17,18,19,20
N370S GC mod,-2.0%,-15.0%,7.1%,?,-2.8%,1.7%,?,6.6%,-1.3%,?
KAT2A inh,3.4%,0.8%,-7.4%,-4.5%,-3.8%,-9.5%,-1.9%,-9.4%,-5.1%,-4.6%
FEN1 inhibitor,5.0%,-0.8%,-14.6%,-1.3%,1.9%,-16.0%,1.8%,20.5%,1.5%,-11.3%

(21) Nn1c(SCc2nc3ccccc3[nH]2)nnc1-c1ccccc1
(22) Cc1ccc(-n2nc(C(=O)O)cc2-c2ccccc2Cl)cc1
(23) O=C(NCc1ccc2c(c1)OCO2)C1CCN(S(=O)(=O)N2CCCCC2)CC1
(24) CCCCOC(=O)Nc1cc(Cl)ccc1C
(25) Cc1cccc(N2C(=O)c3ccc(Br)cc3C2=O)n1
(26) O=C(COC(=O)CCC(=O)c1cccs1)Nc1ccc(S(=O)(=O)N2CCOCC2)cc1
(27) COc1cc(C(C)=O)ccc1OCC(=O)Nc1ccc(C)c(S(=O)(=O)N2CCCCCC2)c1
(28) COC(=O)C(NC(=O)CSc1nc(N)cc(=O)[nH]1)c1ccccc1 (stereo not drawn)
(29) COc1ccc(C(=O)N2CCC3(CCCN(C(c4ccccc4)c4ccccc4)C3)CC2)cc1
(30) Cc1ccc(O)c(N=Cc2cc(Cc3ccccc3)cc([N+](=O)[O-])c2O)c1

Screen / compound no.,21,22,23,24,25,26,27,28,29,30
N370S GC mod,1.3%,-14.6%,5.9%,-2.6%,-5.7%,-0.1%,.,-7.7%,27.5%,19.5%
KAT2A inh,1.6%,-8.8%,-1.4%,4.2%,-7.0%,-22.9%,-6.4%,-7.3%,-8.7%,-0.8%
FEN1 inhibitor,-11.4%,1.3%,2.9%,-0.9%,.,-9.5%,-15.8%,1.3%,.,?

(31) Cc1ccc(NS(=O)(=O)c2c(C)noc2C)cc1
(32) COc1ccc(NC(=O)CN(C)CC(=O)c2[nH]c(C)c(C(C)=O)c2C)cc1
(33) CCOc1ccc(-c2cc(NC(=O)c3cccc(Cl)c3)c(C(=O)OC)s2)cc1
(34) COc1ccc(CCNc2cc(=O)[nH]c(N)n2)cc1
(35) CN(C)c1cccc2c1C(=O)c1ccccc1C2=O
(36) Cc1ccc(S(=O)(=O)N2CCCOC2CNC(=O)C(=O)NCCC2=CCCCC2)cc1 (stereo not drawn)
(37) COc1ccccc1CCN=C(N)NS(=O)(=O)c1ccccc1
(38) CC(C)c1cc(C(F)(F)F)n2nc(C(=O)Nc3ccc4c(c3)OCO4)cc2n1
(39) O=C(c1ccc2c(Cl)c3c(nc2c1)CCCC3)N1CCN(c2ccc(F)cc2)CC1
(40) O=C(Cc1cccc(NC(=O)C2CCN(C(=O)C3CCCCC3)CC2)c1)Nc1cccc(C(=O)N2CCCC2)c1

Screen / compound no.,31,32,33,34,35,36,37,38,39,40
N370S GC mod,5.7%,.,.,-3.8%,6.1%,12.5%,-3.0%,5.1%,13.0%,.
KAT2A inh,-23.3%,1.1%,-9.6%,-4.5%,-2.7%,-15.8%,-6.3%,-2.2%,-8.8%,-0.4%
FEN1 inhibitor,8.0%,-1.4%,-6.9%,14.4%,?,-9.5%,21.1%,-2.9%,-3.3%,-17.3%

(41) CSc1ccc(CN(C)CCc2ccccn2)cc1
(42) C=CCNC(=O)c1ccccc1NC(=O)Nc1ccccc1
(43) CCC(C)(C)n1nnnc1C(c1cccnc1)N1CCC(Cc2ccccc2)CC1 (stereo not drawn)
(44) CCOC(=O)c1ccc2c(c1)[n+](CC)c(C)n2-c1ccccc1
(45) COc1ccc(Br)cc1-c1noc(-c2ccccc2)n1
(46) CCCCC1CCC(C(=O)N2CC(=O)Nc3ccc(F)cc3C2c2ccc(F)cc2)CC1 (stereo not drawn)
(47) CC(CN1CCC(n2nccc2NC(=O)CCCc2ccccc2)CC1)c1ccccc1 (stereo not drawn)
(48) CCN(CC)C(=O)c1ccc(C)c(Br)c1
(49) O=C(Nc1ccc2oc(=O)ccc2c1)c1ccc(-c2ccccc2[N+](=O)[O-])o1
(50) CC1CN(S(=O)(=O)c2cccc(C(=O)OC(C)C(=O)NC3CCCCC3C)c2)CC(C)O1 (stereo not drawn)

Screen / compound no.,41,42,43,44,45,46,47,48,49,50
N370S GC mod,6.9%,6.5%,2.8%,0.3%,2.3%,.,-8.9%,1.3%,-0.6%,-14.1%
KAT2A inh,-1.4%,-4.3%,-1.9%,-2.2%,-5.6%,-14.6%,-1.3%,-0.8%,-3.2%,-20.3%
FEN1 inhibitor,17.9%,-8.3%,-3.9%,-16.3%,3.7%,-6.8%,-4.4%,6.8%,-5.8%,-3.8%

(51) CCCCC(C(=O)NC(C)c1ccccc1)C(=O)NC(C)c1ccccc1 (stereo not drawn)
(52) O=C(Nc1ccc(S(=O)(=O)N2CCc3ccccc32)cc1)c1ccc2c(c1)OCO2
(53) COc1ccc(-n2c(C)cc(C(=O)NC3CCCCC3)c2C)cc1
(54) O=C(Nc1ccc(CN2CCOCC2)cc1)c1ccc(Br)o1
(55) CCOC(=O)NC(=O)COC(=O)CNC(=O)c1cccc(OC)c1
(56) CCN(c1ccccc1)S(=O)(=O)c1ccc(OC)c(NC(=O)C2CCC2)c1
(57) c1ccc2nc(-c3ccc4c(c3)OCO4)ccc2c1
(58) CCOC(=O)c1[nH]c(C)c(C(=O)NC2CCCC2)c1C
(59) Cc1c(Cl)cccc1-n1c(SCC(=O)N2CCC(C(=O)O)CC2)nnc1-c1ccncc1
(60) Cn1c(-c2ccc3c(c2)OCO3)cnc1NCc1ccc(Cl)cc1

Screen / compound no.,51,52,53,54,55,56,57,58,59,60
N370S GC mod,-13.2%,2.9%,15.6%,-8.8%,8.9%,.,0.4%,3.3%,4.1%,5.8%
KAT2A inh,-3.9%,-13.4%,-9.6%,-6.7%,-0.6%,-3.2%,-1.1%,-16.0%,-10.0%,0.7%
FEN1 inhibitor,-0.4%,-23.0%,-16.9%,19.5%,6.1%,-5.6%,3.3%,-12.1%,-5.6%,-17.7%

Arranged by value in N370S GC mod (highest first): three from the list above
cpd	Structure	N370S GC mod	KAT2A inh	FEN1 inhibitor
53	COc1ccc(-n2c(C)cc(C(=O)NC3CCCCC3)c2C)cc1	15.6%	-9.6%	-16.9%
4	Cn1nnnc1SCCNCc1cccnc1	2.8%	1.1%	7.1%
26	O=C(COC(=O)CCC(=O)c1cccs1)Nc1ccc(S(=O)(=O)N2CCOCC2)cc1	-0.1%	-22.9%	-9.5%

Further records follow:
(61) Cc1ccc(N2CC(C)Cn3c2nc2c3c(=O)n(CC(=O)O)c(=O)n2C)cc1 (stereo not drawn)
(62) CCCC(=O)Nc1ccc(S(=O)(=O)Nc2cc(C)nc(C)n2)cc1
(63) Cc1cccc2cc(C(c3nnnn3Cc3ccccc3)N3CCCc4ccccc43)c(=O)[nH]c12 (stereo not drawn)
(64) O=C1CN(C(=O)CNC(=O)c2ccc(Cl)cc2Cl)CCN1
(65) Cc1occc1C(=O)Nc1cc(C(C)(C)C)on1
(66) O=c1[nH]c(SCc2ccccc2)nc2c1CCCC2
(67) Nc1nc2nccc(-c3ccccn3)n2n1
(68) O=C(CCS(=O)(=O)c1cccc2nsnc12)NC1CCCCC1
(69) O=C(Nc1ncccc1O)c1ccc(OCC2CCCO2)cc1 (stereo not drawn)
(70) CCCOc1ccc(-c2nnn(CC(=O)OCC)n2)cc1

Screen / compound no.,61,62,63,64,65,66,67,68,69,70
N370S GC mod,.,10.6%,3.8%,-3.6%,15.6%,.,-1.9%,2.6%,-0.9%,-2.2%
KAT2A inh,-3.1%,1.3%,-3.7%,-3.6%,0.4%,-2.2%,-9.6%,-1.5%,-4.5%,-1.0%
FEN1 inhibitor,-11.5%,5.6%,-11.7%,0.8%,-0.6%,-2.8%,-13.5%,-5.0%,20.9%,-17.1%

(71) Cc1noc(/C=C/c2cccs2)c1S(=O)(=O)N1CCC(C(=O)NCCCN2CCCC(C)C2)CC1 (stereo not drawn)
(72) CCOC(=O)n1c(=O)oc2ccccc21
(73) COc1nc(-c2ccccc2)cc(C(F)(F)F)n1
(74) O=C(CCC1N=C2c3ccccc3N=C(SCc3ccc(F)cc3)N2C1=O)NCCc1ccccc1 (stereo not drawn)
(75) CSCCC(NS(=O)(=O)c1ccccc1F)C(=O)NCC(C)(C)N1CCOCC1 (stereo not drawn)
(76) COc1cc(/C=C2\NC(=S)N(C)C2=O)ccc1O
(77) N=c1oc2c3c4c(cc2cc1C(=O)Nc1ccccc1)CCCN4CCC3
(78) Cc1cc(C)n(-c2nc3ccccc3nc2Nc2cccc(C(F)(F)F)c2)n1
(79) COc1ccccc1N(C)S(=O)(=O)c1ccc(C(=O)Nc2ccncc2)cc1
(80) CCNc1nc(NCC)n2c(SCC(=O)Nc3cc(OC)ccc3OC)nnc2n1
(81) COc1ccc(CCN2C(=O)C(Oc3ccccc3)C2c2ccc3c(c2)OCO3)cc1 (stereo not drawn)
(82) CCN1C(=O)/C(=C/C=C2/CCCN2C)OC1=S

Screen / compound no.,71,72,73,74,75,76,77,78,79,80,81,82
N370S GC mod,-7.7%,4.2%,8.0%,.,.,-18.5%,9.4%,.,-13.1%,6.0%,10.7%,-2.3%
KAT2A inh,-1.2%,22.5%,.,19.1%,-4.7%,-10.0%,-0.8%,-5.5%,-0.6%,-3.0%,-6.1%,2.1%
FEN1 inhibitor,-7.2%,-3.1%,5.8%,9.6%,-0.7%,-17.9%,-1.4%,-5.8%,-3.6%,0.9%,-0.3%,16.7%

Bioassay records: PubChem, National Center for Advancing Translational Sciences (NCATS)
